NLRP3 yeast inh: NALP3 inhibition in yeast; Yeast reconstituted NLRP3/ASC/caspase-1, beta-gal luminescence, 24 h; inhibition, % at 10 µM; 330,000 compounds, 0.39% hits;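 active = inhibition of 50% or more; inactive = inhibition below 50%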;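 note: plate controls were induced DMSO wells for no effect and uninduced yeast grown without galactose for full effect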
MPTP block: permeability transition pore inhibition; isolated mouse mitochondria, Ca2+ swelling absorbance, 30 min; inhibition, % at 10 µM; 360,000 compounds, 1.4% hits;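 active = inhibition of 50% or more, scaled per plate between neutral and stimulator controls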;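 note: 0% = DMSO wells given calcium and 100% = 1 mM EGTA wells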
tim23-1 inh: tim23-1 yeast growth inhibition; S. cerevisiae tim23-1 growth, BacTiter-Glo luminescence, 24 h; inhibition, % at 20 µM; 330,000 compounds, 1.3% hits; AID 463212;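 active = growth inhibition of the mutant yeast at or above 50%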;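 note: temperature-sensitive mutant grown at 25 °C; plate controls were DMSO-treated mutant yeast for no effect and medium wells lacking yeast for full effect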
beta cell repl: induces beta-cell replication in MIN6 cells; proliferation, % at 10 µM; 330,000 compounds, 0.29% hits; AID 2380; MIN6 cells proliferation, ATPlite luminescence, 48 h; cells starved in 0.2% serum; 100% = growth in 10% serum;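 active = compounds whose signal lies at least 3.5 SD above the mean of all wells on their plate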;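 note: 0% = DMSO-treated cells in low-serum medium and 100% = 10% serum control; some compounds called inactive have numbers as strong as hits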
NR3A LBD binder: modulates the human NR3A ligand-binding domain; NR3A LBD differential scanning fluorimetry, Tm shift; 0% = protein alone, 100% = glycine-bound protein; Tm shift relative to glycine control, % at 25 µM; 340,000 compounds, 2.5% hits;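 active = melting temperature shift of at least 10% of the positive control shift, at one fixed dose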
tim10-1 inh: growth inhibitors of tim10-1 mutant yeast; S. cerevisiae tim10-1 ts strain growth, BacTiter-Glo, 24 h; inhibition, % at 20 µM; 330,000 compounds, 2.2% hits; AID 463190;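 active = inhibition of at least 40%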;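 note: mutant grown at 25 °C; 0% = DMSO wells with yeast and 100% = wells holding no yeast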
APJ ag: agonists of human APJ apelin receptor. P35414. CHO-K1 APJ PathHunter beta-arrestin, luminescence; 0% DMSO wells, 100% apelin. activation, % at 20 µM. 330,000 compounds, 0.11% hits. AID 2520;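 active = activation more than six SD over the plate average, tested at 20 µM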;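 note: 0% = DMSO alone and 100% = apelin-13 at 10 nM; some results filed as inactive read as strong as hits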
Target sequence (P35414 whole entry, looked up): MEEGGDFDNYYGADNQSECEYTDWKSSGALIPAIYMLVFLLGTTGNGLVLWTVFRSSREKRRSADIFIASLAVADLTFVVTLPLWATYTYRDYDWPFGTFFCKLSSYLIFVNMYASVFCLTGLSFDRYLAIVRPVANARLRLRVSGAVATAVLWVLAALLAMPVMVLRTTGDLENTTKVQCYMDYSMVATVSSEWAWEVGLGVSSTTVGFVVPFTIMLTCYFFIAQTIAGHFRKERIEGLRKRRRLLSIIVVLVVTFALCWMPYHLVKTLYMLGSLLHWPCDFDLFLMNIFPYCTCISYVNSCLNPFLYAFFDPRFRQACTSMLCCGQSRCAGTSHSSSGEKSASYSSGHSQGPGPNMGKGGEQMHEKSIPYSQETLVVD
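Assay system: engineered CHO-K1 APJ arrestin reporter cells; Amount: 1000 CHO-K1 reporter cells seeded per well; Dosing: one dose, 20 µM compound, 1% DMSO; Times: compound stimulation 90 min at 25 °C, detection 60 min; Measured by: luminescent beta-gal fragment complementation, chemiluminescent substrate; Read-out: APJ–arrestin association signal; Controls: DMSO vs Apelin-13 10 nM.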
APJ antag: antagonists of human APJ apelin receptor | P35414 | CHO-K1 APJ beta-arrestin complementation, luminescence | inhibition, % at 20 µM | 330,000 compounds, 0.32% hits;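 active = inhibition above about 40% at 20 µM, limit read from the data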;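 note: cells challenged with 10 nM apelin-13 agonist together with compound; plate controls were apelin-13 plus DMSO wells for no effect and DMSO wells lacking apelin-13 for full effect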
TIM10 inh: TIM10 yeast growth inhibition; S. cerevisiae TIM10 strain growth, BacTiter-Glo luminescence, 24 h; 330,000 compounds, 1.4% hits; inhibition, % at 10 µM;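 active = inhibition of 40% or more at the single tested concentration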;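 note: wild-type TIM10 isogenic control strain grown at permissive 25 °C; 0% = DMSO yeast wells and 100% = minimal medium wells without yeast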
* = called active by the depositor.

1: CC(=O)c1ccc(S(=O)(=O)NCCC(=O)N2CCN(c3ccccn3)CC2)cc1
2: COC1c2ccccc2C(=O)N1CCc1ccc(Cl)cc1 (stereo not given)
3: COc1cccc(C(=O)C2CCCN(C(=O)c3ccc(C#CC(C)(C)O)cc3)C2)c1 (stereo not given)
4: N#CC1=C(SCC(=O)NC2CCCCC2)NC(=O)CC1c1ccco1 (stereo not given)
5: COCc1c(C(=O)N/N=C(\C)c2ccncc2)nnn1-c1nonc1N
entry no.,1,2,3,4,5
NLRP3 yeast inh,13,8,-12,0,-1
MPTP block,-0.9,-0.2,1.6,-1.9,0.1
tim23-1 inh,13,21,24,13,13
beta cell repl,-3,-2,-3,-3,-6
NR3A LBD binder,0,1,-4,0,-1
tim10-1 inh,23,9,31,10,15
APJ ag,3,-4,-1,-3,-1
APJ antag,2,-16,0,12,-33
TIM10 inh,6,-3,9,3,4

6: CCCc1[nH]nc2c1C1(C(=O)N(C(C)C)c3ccccc31)C(C#N)=C(N)O2 (stereo not given)
7: CC(=O)c1ccc(N2CCN(C(=O)C3CCN(S(=O)(=O)Cc4ccccc4)CC3)CC2)cc1
8: S=c1[nH]nc(-c2ccc(Cl)cc2)n1CCCN1CCOCC1
9: CCCN(Cc1ccco1)S(=O)(=O)c1ccc(OC)c(OC)c1
10: COc1ccc(OC)c(NC(=O)C2CC(=O)N(CCc3ccccc3)C2)c1 (stereo not given)
entry no.,6,7,8,9,10
NLRP3 yeast inh,14,-6,19,-9,-2
MPTP block,-0.6,0.5,-1.3,4.6,0.3
tim23-1 inh,2,11,2,16,5
beta cell repl,2,1,-4,-1,-1
NR3A LBD binder,-10,-1,-1,0,-2
tim10-1 inh,-11,21,-11,11,11
APJ ag,5,-7,-2,-6,1
APJ antag,6,11,-4,-7,-12
TIM10 inh,-1,11,10,20,11

11: O=C(Nc1ccc(N2CCCC2)cc1)c1ccc([N+](=O)[O-])cc1Cl
12: COc1ccc(N2CCN(CCNC(=O)Nc3ccc(C)c(Cl)c3)CC2)cc1
13: N#CCCSCc1ccc2oc(C(=O)O)cc2c1
14: CCN(CC)CCn1c2c(c(SCC(=O)Nc3ccc(C(C)C)cc3)nc1=O)CCCC2
15: O=C(/C=C/c1ccccc1[N+](=O)[O-])NCCN1C(=O)S/C(=C\c2ccc(F)cc2)C1=O
entry no.,11,12,13,14,15
NLRP3 yeast inh,7,23,-3,18,1
MPTP block,1.6,-0.6,-1.1,-1.4,1.7
tim23-1 inh,-16,9,14,3,14
beta cell repl,-4,-3,1,-3,-3
NR3A LBD binder,0,3,1,0,0
tim10-1 inh,6,20,-6,-8,9
APJ ag,-2,-1,-5,1,0
APJ antag,6,13,7,25,-2
TIM10 inh,5,22,-22,6,10

16: Cc1cccc(CC(=O)N2CCOCC2)c1
17: COc1ccc(NC(=O)c2ccccc2OCc2ccc(F)cc2)c(OC)c1
18: COC(=O)c1ccccc1NC(=O)C1=CC(c2cccs2)=NS(=O)(=O)N1C
19: Cc1ccc(C(=O)NCCCNC(=O)COc2ccc(C)c(C)c2)cn1
20: C/C(=C\[C@@H](NP(=O)(c1ccccc1)c1ccccc1)c1ccccc1)CO[Si](c1ccccc1)(c1ccccc1)C(C)(C)C
entry no.,16,17,18,19,20
NLRP3 yeast inh,19,27,12,2,6
MPTP block,0.0,-1.4,0.6,0.4,0.4
tim23-1 inh,-2,30,7,7,14
beta cell repl,1,-3,9,-2,-8
NR3A LBD binder,-1,-9,-1,1,-1
tim10-1 inh,-2,6,-4,17,11
APJ ag,1,-4,5,-5,2
APJ antag,11,9,-4,4,-60
TIM10 inh,-4,15,-11,-3,11

Full records, quoted from the list. Order of values: NLRP3 yeast inh | MPTP block | tim23-1 inh | beta cell repl | NR3A LBD binder | tim10-1 inh | APJ ag | APJ antag | TIM10 inh
CC(=O)c1ccc(N2CCN(C(=O)C3CCN(S(=O)(=O)Cc4ccccc4)CC3)CC2)cc1 is entered as -6 | 0.5 | 11 | 1 | -1 | 21 | -7 | 11 | 11
Cc1cccc(CC(=O)N2CCOCC2)c1 is entered as 19 | 0.0 | -2 | 1 | -1 | -2 | 1 | 11 | -4
S=c1[nH]nc(-c2ccc(Cl)cc2)n1CCCN1CCOCC1 is entered as 19 | -1.3 | 2 | -4 | -1 | -11 | -2 | -4 | 10
CCCc1[nH]nc2c1C1(C(=O)N(C(C)C)c3ccccc31)C(C#N)=C(N)O2 (stereo not given) is entered as 14 | -0.6 | 2 | 2 | -10 | -11 | 5 | 6 | -1
COC(=O)c1ccccc1NC(=O)C1=CC(c2cccs2)=NS(=O)(=O)N1C is entered as 12 | 0.6 | 7 | 9 | -1 | -4 | 5 | -4 | -11

Remaining list, next part:
21: Cc1ccc(CNC(C)(C)CO)cc1
22: Cc1ccc(NC(=O)CCCc2nc3ccccc3s2)c(O)c1
23: COc1cccc(NCc2cc(=O)oc3cc(C)c(O)cc23)c1
24: O=C1CC(c2ccco2)CC(O)=C1C=Nc1ccccc1-c1ccccc1 (stereo not given)
25: CCC(=O)c1ccc(N2CCN(C(=O)c3cc([N+](=O)[O-])ccc3F)CC2)c(F)c1
entry no.,21,22,23,24,25
NLRP3 yeast inh,9,11,6,1,1
MPTP block,1.3,0.5,-0.1,1.0,-0.8
tim23-1 inh,8,24,8,32,23
beta cell repl,0,-4,1,0,-3
NR3A LBD binder,1,0,-13,-2,0
tim10-1 inh,1,15,0,38,26
APJ ag,5,-1,0,-3,2
APJ antag,-4,-16,7,10,3
TIM10 inh,1,17,-8,41*,13

26: S=c1[nH]nc(C(c2ccccc2)C2CCCCC2)o1 (stereo not given)
27: CS(=O)(=O)c1ccc(C(=O)OCC(=O)NC2CCS(=O)(=O)C2)cc1[N+](=O)[O-] (stereo not given)
28: COC(C/C=C\[C@H](O)[C@@H](C)OCc1ccccc1)OC
29: CCOC(=O)C(C)Oc1c(C(=O)OC)sc2ncccc12 (stereo not given)
30: CC(=O)Nc1ccc(N(C(=O)CNC(=O)c2ccco2)C(C(=O)NCC2CCCO2)c2ccccc2)cc1 (stereo not given)
entry no.,26,27,28,29,30
NLRP3 yeast inh,13,-3,4,4,8
MPTP block,4.5,-0.5,-1.1,1.2,-1.4
tim23-1 inh,12,17,7,13,4
beta cell repl,-1,2,0,2,-4
NR3A LBD binder,1,0,1,1,-3
tim10-1 inh,19,4,9,13,-11
APJ ag,-5,4,-5,0,-4
APJ antag,-19,-14,-4,-12,27
TIM10 inh,4,0,-2,-39,5

31: Cc1csc(NC(=O)CSc2nnc(NC(=O)NC(C)(C)C)s2)n1
32: O=C(NCc1ccc(C(F)(F)F)cc1)C1CC(c2ccccc2C(F)(F)F)=NO1 (stereo not given)
33: CC(C)C(=O)c1c(C(C)C)nn2ccccc12
34: COc1cccc(-c2nc(CS(=O)(=O)CC(=O)N3CCN(C)CC3)c(C)o2)c1
35: O=C(NC1CCCCC1)C1CCC(CNS(=O)(=O)c2ccccc2)CC1 (stereo not given)
entry no.,31,32,33,34,35
NLRP3 yeast inh,9,16,21,11,17
MPTP block,0.0,-0.7,-5.2,1.0,0.1
tim23-1 inh,-6,21,4,-1,-1
beta cell repl,-1,-7,-1,-1,-5
NR3A LBD binder,-3,-36,-1,-2,-1
tim10-1 inh,0,15,14,7,12
APJ ag,-5,-1,5,8,3
APJ antag,-3,-3,-2,0,0
TIM10 inh,1,-12,4,-7,-4

36: O=C(NCCc1cccc(F)c1)C1CCN(S(=O)(=O)c2ccc(F)cc2)CC1
37: COc1ccc(CC(=O)Nc2nnc(SCC(=O)NCc3ccco3)s2)cc1OC
38: Cc1cc(C)cc(C(=O)NCC(=O)OCc2nc(N)nc(Nc3ccccc3C)n2)c1
39: O=c1cc(CSc2nnc(Nc3ccccc3F)s2)nc2sccn12
40: O=C(Nc1ccc(NS(=O)(=O)c2ccccc2)cc1)c1cccnc1
entry no.,36,37,38,39,40
NLRP3 yeast inh,10,4,-8,2,-4
MPTP block,0.2,0.2,1.4,-1.1,-1.5
tim23-1 inh,21,-14,1,13,6
beta cell repl,-1,-2,-4,-1,1
NR3A LBD binder,0,1,-3,-1,-1
tim10-1 inh,24,7,-4,4,-1
APJ ag,-2,-1,-2,-3,-1
APJ antag,8,5,4,20,-3
TIM10 inh,3,1,10,9,7

41: O=[N+]([O-])c1ccc(N2CCCCC2)s1
42: COc1ccc(C(=O)NC2CCCCC2)cc1S(=O)(=O)N1CCOCC1
43: COc1ccccc1CC(=O)N1CCN(c2ccc([N+](=O)[O-])cc2)CC1
44: CCc1c(O)nc(SCC(=O)N2CCCCC2)n(-c2ccccc2C)c1=O
45: O=C(CSCC(=O)N1CCCCC1)OCC(=O)c1c[nH]c2ccccc12
entry no.,41,42,43,44,45
NLRP3 yeast inh,2,9,21,3,9
MPTP block,2.7,-0.3,-0.4,-1.1,0.8
tim23-1 inh,2,4,-2,28,20
beta cell repl,-3,0,5,0,-5
NR3A LBD binder,1,1,-3,-1,-3
tim10-1 inh,16,-16,1,3,6
APJ ag,-3,-1,-3,1,-2
APJ antag,3,16,23,-19,-1
TIM10 inh,1,7,19,8,17

46: O=C(C1CCN(Cc2cccs2)CC1)N1CCN(Cc2ccc3c(c2)OCO3)CC1
47: COc1ccccc1NC(=S)N(CCCN1CCOCC1)Cc1cn(C)c2ccccc12
48: CC(C)Cc1c(O)nc(SCC(=O)Nc2ccc3c(c2)CCC3)[nH]c1=O
49: CCCc1nnc(NC(=O)Nc2ccccc2OC)s1
50: CN(n1cnc2ccccc2c1=O)S(C)(=O)=O
entry no.,46,47,48,49,50
NLRP3 yeast inh,16,12,22,0,12
MPTP block,-1.9,-2.2,1.8,0.0,-0.2
tim23-1 inh,5,9,16,15,3
beta cell repl,2,1,-4,-1,-1
NR3A LBD binder,0,-2,0,6,0
tim10-1 inh,4,8,10,7,-13
APJ ag,0,1,-2,0,2
APJ antag,-10,-5,-15,-11,8
TIM10 inh,-3,6,6,-5,8

51: Cc1ccc(OCCOCCOc2ccc(Br)cc2/C=N\NC(=O)c2ccncc2)cc1
52: Cc1ccc(NC(=O)C(=O)NCCOc2ccccc2Cl)cc1
53: CS(=O)(=O)N1CCC(C(=O)Nc2ccc3c(c2)OCCO3)CC1
54: Cc1ccc(N=C2S/C(=C/c3cccc(OCC(=O)O)c3)C(=O)N2C)cc1C
55: N#C/C(=C\c1ccccc1[N+](=O)[O-])C(=O)NCc1ccccc1
entry no.,51,52,53,54,55
NLRP3 yeast inh,18,20,2,-8,12
MPTP block,7.6,0.5,-0.6,0.9,1.5
tim23-1 inh,32,-2,15,23,71*
beta cell repl,-7,0,0,-4,-2
NR3A LBD binder,-2,3,1,0,3
tim10-1 inh,17,9,9,16,49*
APJ ag,-1,-1,2,-2,3
APJ antag,1,1,6,4,-13
TIM10 inh,27,4,15,3,46*

56: COc1ccc(NCc2cc3ccccc3[nH]c2=O)cc1
57: COc1ccc(NC(=O)CC2SC(=Nc3ccccc3)NC2=O)c(OC)c1 (stereo not given)
58: COc1ccccc1Nc1nc(C)cc(C)c1C(N)=O
59: Nc1ncc(-n2cncn2)c(-c2ccc(Cl)cc2)n1
60: COc1ccc(S(=O)(=O)N2CCOC23CCN(S(=O)(=O)c2ccc(F)cc2)CC3)cc1
61: Cc1ccc(NC(=O)C2CC(=O)N(CCc3ccccc3)C2)c(C)c1 (stereo not given)
entry no.,56,57,58,59,60,61
NLRP3 yeast inh,11,2,8,7,24,12
MPTP block,-0.3,-0.8,-2.6,-1.1,-0.6,7.7
tim23-1 inh,5,-21,-6,-8,45,16
beta cell repl,-3,5,0,-2,1,-1
NR3A LBD binder,0,0,1,0,2,0
tim10-1 inh,13,-10,-1,-7,47*,19
APJ ag,-1,-2,4,-2,-2,0
APJ antag,6,2,0,14,3,3
TIM10 inh,0,-1,-1,-6,19,-14

Compound activity as filed in PubChem.
